# G6PDH counter: L. mesenteroides G6PDH inhibition counter-screen; Purified L. mesenteroides G6PDH, diaphorase/resazurin coupled fluorescence, 45 min; inhibition, % at 5 µM; 200,000 compounds, 0.12% hits; AID 1020; in the data active = inhibition above about 50%
# Diaph act CS: diaphorase activation or chemical reduction counter-screen | Diaphorase/resazurin coupled assay, resorufin fluorescence, 16 min; stronger effect = higher value; 1 = vehicle wells, 0 = NADH-free wells | activation factor at 20 µM | 190,000 compounds, 0.005% hits | AID 1229;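 active = diaphorase activity raised at least twofold by the compound at 20 µM; inactive = activation factor below 2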
#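 Material: purified diaphorase enzyme from Clostridium kluyveri; Also added: 0.114 mM NADH and 0.1 mM resazurin, final amounts; Doses: single compound dose of 20 µM, 1% DMSO final; Times: 16 min enzyme reaction, ambient temperature; Detection: resorufin fluorescence, excitation 544 nm, emission 590 nm; Measure: increased resorufin signal from activators or reducing compounds.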
# STAT3 blocker: reduces IL-6 driven STAT3 reporter signal. U3A cells, IL-6 STAT3-luciferase reporter, luminescence; host cell line lacks STAT1. inhibition, % at 5.5 µM. 190,000 compounds, 0.89% hits. AID 862;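 active = inhibition above the mean inhibition across all screened compounds plus 3 SD, cut at about 44% in these data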;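 note: 0% = DMSO only wells and 100% = 100 µM nifuroxazide control wells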
# Hsp70 activator: switches on Hsp70 transcription; HeLa Hsp70 promoter luciferase reporter, luminescence; scaled: vehicle 0, proteasome-inhibitor control 100%; activation, % at 10 µM; 200,000 compounds, 0.04% hits;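 active = activation above the mean across all tested compounds plus 3 SD, cutoff set per campaign, cut at about 5.5% in these data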;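 note: 100% = MG132 at 30 µM as the positive control and 0% = DMSO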
# APP 5UTR inh: APP translation inhibition. SH-SY5Y APP 5'UTR-luciferase reporter, luminescence. 190,000 compounds, 0.82% hits. inhibition, % at 2 µM;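 active = inhibition above a set limit, derived from the sample mean plus 3 SD, cut at about 45% in these data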; note: values of inactives mirror those of a sister screen read the other way
# STAT3 act: activators of IL-6 induced STAT3 signaling | 190,000 compounds, 0.91% hits | activation (% of control), % at 5.6 µM | U3A cells, IL-6 STAT3-luciferase reporter, luminescence; 100% = signal with IL-6 EC80 alone;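 active = activation above the screen-wide mean of compound activation plus 3 SD, cut at about 130% in these data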;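 note: 0% = background luminescence of wells with medium and substrate only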
#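 Material: STAT3-luciferase reporter U3A cells. Controls: IL-6-treated wells, 100% activation. Read-out: % activation versus median of IL-6-stimulated wells. Probe or stimulus: IL-6 stimulus at 33 ng/mL final. Timing: compound 1 h, then IL-6 6 h at 37 °C. Signal: reporter luminescence signal.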
# STAT1 inh: reduces IFN-gamma driven STAT1 reporter signal | NIH 3T3 STAT1-luciferase reporter, luminescence | 200,000 compounds, 0.35% hits | AID 920 | inhibition, % at 5.5 µM;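 active = inhibition above a set limit, the mean inhibition across all tested compounds plus 3 SD, cut at about 34% in these data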;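 note: 0% = IFN-gamma with DMSO and 100% = IFN-gamma with 300 µM nifuroxazide; values of inactives mirror those of a sister screen read the other way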
# TLR4-MyD88 BLA: inhibitors of human TLR4-MyD88 binding | O00206+Q99836 | HeLa CL3-4 TLR4/MyD88 BLA complementation, FRET ratio | inhibition, % at 8.4 µM | 200,000 compounds, 0.18% hits; in the data active = inhibition above about 25%;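 note: 0% = vehicle and 100% = reference inhibitor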
# Target sequence (O00206 whole entry, looked up): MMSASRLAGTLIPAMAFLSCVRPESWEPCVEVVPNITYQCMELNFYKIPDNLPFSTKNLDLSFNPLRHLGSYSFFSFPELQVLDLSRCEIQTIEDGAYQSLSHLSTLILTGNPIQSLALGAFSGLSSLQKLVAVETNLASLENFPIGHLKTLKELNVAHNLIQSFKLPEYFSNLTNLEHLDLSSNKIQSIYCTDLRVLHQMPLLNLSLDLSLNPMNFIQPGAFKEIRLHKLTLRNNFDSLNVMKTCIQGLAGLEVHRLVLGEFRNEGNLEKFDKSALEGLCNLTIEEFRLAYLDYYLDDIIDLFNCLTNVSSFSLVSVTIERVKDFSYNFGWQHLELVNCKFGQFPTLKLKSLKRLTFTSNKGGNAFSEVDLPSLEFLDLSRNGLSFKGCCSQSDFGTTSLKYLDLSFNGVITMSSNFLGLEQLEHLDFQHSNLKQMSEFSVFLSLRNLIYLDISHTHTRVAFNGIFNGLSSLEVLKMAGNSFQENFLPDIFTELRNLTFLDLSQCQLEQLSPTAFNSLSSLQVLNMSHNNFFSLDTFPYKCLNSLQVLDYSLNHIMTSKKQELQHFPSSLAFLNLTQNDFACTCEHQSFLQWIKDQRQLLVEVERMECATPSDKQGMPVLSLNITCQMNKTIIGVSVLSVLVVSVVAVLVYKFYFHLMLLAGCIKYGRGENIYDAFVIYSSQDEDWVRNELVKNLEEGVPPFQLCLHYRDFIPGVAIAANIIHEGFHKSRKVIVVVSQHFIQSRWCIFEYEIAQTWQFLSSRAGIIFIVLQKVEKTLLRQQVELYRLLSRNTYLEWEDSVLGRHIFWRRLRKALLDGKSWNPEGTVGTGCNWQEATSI
# Target sequence (Q99836 whole entry, looked up): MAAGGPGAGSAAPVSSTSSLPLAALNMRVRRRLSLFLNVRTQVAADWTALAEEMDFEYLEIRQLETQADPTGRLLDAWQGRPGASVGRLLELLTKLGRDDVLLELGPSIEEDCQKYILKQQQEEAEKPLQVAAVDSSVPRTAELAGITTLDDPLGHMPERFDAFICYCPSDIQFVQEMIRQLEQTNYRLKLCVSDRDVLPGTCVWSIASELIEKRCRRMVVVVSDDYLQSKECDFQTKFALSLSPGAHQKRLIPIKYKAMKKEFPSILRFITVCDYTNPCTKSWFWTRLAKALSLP
# STAT1 activator: activators of IFN-gamma induced STAT1 signaling; NIH 3T3 STAT1-luciferase reporter, luminescence; 100% = IFN-gamma alone, no compound; 200,000 compounds, 2.6% hits; activation (% of control), % at 5.5 µM;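 active = activation above the screen-wide mean activation plus 3 SD, cut at about 130% in these data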;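 note: raw ratio to IFN-gamma control signal so 100% means no change and 0% no light; values of inactives mirror those of a sister screen read the other way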
# Diaph inh CS: inhibits diaphorase or chemically oxidizes, flagging diaphorase assay artifacts. 190,000 compounds, 0.69% hits. diaphorase resazurin-to-resorufin fluorescence, NADH, 16 min; bacterial (C. kluyveri) enzyme, not human. inhibition, % at 20 µM;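 active = primary screen inhibition at 20 µM above a set limit, cut at about 50% in these data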;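 note: plate controls were DMSO with full reaction for no effect and wells lacking NADH for full effect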
#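 System: Diaphorase enzyme from Clostridium kluyveri | Amount: Enzyme working solution with 0.14 U/mL diaphorase | Benchmarks: No-NADH positive control and DMSO neutral control | Signal: Fluorescence of resorufin formed from resazurin, Ex 544/Em 590 nm | Schedule: 16-min room-temperature incubation before reading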
# An asterisk follows results filed as active.
SMILES,G6PDH counter,Diaph act CS,STAT3 blocker,Hsp70 activator,APP 5UTR inh,STAT3 act,STAT1 inh,TLR4-MyD88 BLA,STAT1 activator,Diaph inh CS
CC(C)c1ccc(C(=O)N2CCN(c3cnn(C)c(=O)c3Cl)CC2)cc1,18,0.8,0,0.1,5,106,-11,0,108,24
Cc1ccc2nc(NC(=O)c3ccc4ncsc4c3)sc2c1,-45,1,1,-0.1,-172,104,-53,-1,147*,-4
COc1ccc(C(CC(=O)c2ccc(O)cc2)S(=O)(=O)c2ccc(C)cc2)cc1 (centres undefined),3,1,4,0.4,-62,107,-7,6,106,2
CCc1ccc(/C=C/C(=O)C2C(=O)c3ccccc3C2=O)cc1,7,1,52*,-0.2,-20,62,39*,4,65,4
CC(C)C(NC(=O)c1ccc(Cl)cc1)C(=O)NC1=NCCS1 (centres undefined),2,1,-1,-0.4,-16,99,-3,6,103,-5
COc1ccc2cc3c(N)nn(C(=O)c4ccc(Cl)c([N+](=O)[O-])c4)c3nc2c1,-15,0.9,-3,-0.4,14,106,-4,-9,104,6
N#Cc1c(N2CCOCC2)nc(-c2ccco2)c2c1CCCC2,5,0.8,0,0.2,0,104,15,-8,86,15
COC(=O)c1c(C)nsc1NC(=O)Oc1ccccc1,11,0.9,18,0.4,0,90,-7,3,106,9
Cc1cccc(Oc2nc3ccccn3c(=O)c2/C=C(\C#N)C(=O)NC2CCS(=O)(=O)C2)c1 (centres undefined),4,0.9,5,-0.2,0,99,3,-5,97,6
CCn1c(CCn2ccnc2C)n[nH]c1=S,-16,0.9,-1,-0.1,8,103,4,3,96,13
COc1cccc(CN2CCN(Cc3cccc4c3OCO4)CC2CCO)c1 (centres undefined),10,0.9,-2,-0.5,-2,106,1,-3,98,12
CC1(C)CC(NC(=O)Cc2ccccc2[N+](=O)[O-])CC(C)(C)N1,-1,0.9,2,-0.2,5,101,7,-10,93,10
CC(=O)O[C@]1(C(C)=O)CC[C@H]2[C@@H]3C[C@H](C)C4=CC(=O)CC[C@]4(C)[C@H]3CC[C@@]21C,15,0.8,8,-0.1,-31,95,-6,-2,106,17
O=C(CNC(=O)Cc1ccc(Cl)cc1)NCc1ccco1,3,0.9,4,-0.3,-24,104,-2,-11,99,6
Cc1ccc(-c2cc(C(=O)N/N=C/c3ccco3)n[nH]2)s1,12,0.8,9,-0.2,1,89,3,-2,97,18
COc1ccc(N2CC(C)Cn3c2nc2c3c(=O)[nH]c(=O)n2C)cc1 (centres undefined),2,0.9,2,-0.2,6,102,-6,6,105,7
O=C(O)CSc1ccccn1,11,0.9,6,0.2,-7,102,-1,-3,101,12
O=C(c1ccc(NC(=S)NCc2ccco2)cc1)N1CCCCC1,-3,0.9,7,1.8,-10,100,2,-9,98,10
Cc1ccnc(NC2(C(F)(F)F)N=C3SCCN3C2=O)c1 (centres undefined),7,1,9,-0.1,-6,102,-6,3,104,3
CC/C(Cc1ccccc1)=N/NC(=O)CCn1nnc2ccccc21,2,1,6,-0.2,13,97,-8,8,106,1
Cc1nc2c(o1)CCc1ccccc1C2O (centres undefined),24,0.9,-4,-0.3,6,105,4,-9,93,12
Cc1c([C@@H]2C[C@H]3CN(Cc4cccc(Cl)c4)C(=O)[C@]34CCCN24)cnn1C,15,0.9,7,-0.2,-1,99,1,1,99,13
CC(=O)Nc1ccc(N2CCN(Cc3ccccc3F)CC2)cc1,-8,0.8,8,-0.2,-10,97,8,-2,92,16
CCOc1ccc(CN(Cc2ccco2)S(=O)(=O)c2ccc(-n3cnnn3)c(OC)c2)cc1,2,1,6,-0.2,3,100,4,-5,97,0
CCOC(=O)C1CCN(C(=O)Nc2ccc(Cl)cc2Cl)CC1,6,1,10,-0.3,-1,95,6,5,95,1
O=[N+]([O-])c1cc(C(F)(F)F)ccc1N1CCN(CCO)CC1,2,0.9,12,-0.2,3,96,2,-12,98,6
Clc1ccccc1Nc1ncnc2c1nnn2Cc1ccccc1,-4,0.9,4,0.1,-16,99,3,0,97,12
CCOC(=O)C(C)Oc1cccc2c(=O)n(CC(=O)Nc3ccc(OCC)cc3)ccc12 (centres undefined),-36,1,5,-0.1,-2,103,1,8,99,4
O=C(/C=C/c1ccc(OCCCF)cc1)NCc1ccc(Cl)c(Cl)c1,4,0.8,37,-0.1,4,77,4,2,97,21
Cc1cc(C2C(C#N)=C(N)OC3=C2C(=O)CCC3)c(C)s1 (centres undefined),1,0.9,10,0.0,1,91,7,4,98,7
Cc1nc2ccc(C(=O)N/N=C/c3cc([N+](=O)[O-])ccc3O)cc2[nH]1,-15,1,0,0.0,1,104,-2,-17,99,2
CN(C)C(=O)CSc1n[nH]c(=O)[nH]c1=O,9,1.1,9,-0.4,-34,96,-4,3,102,-7
COc1ccc(-c2ccc(CCC(=O)O)n2Cc2ccco2)cc1,18,0.9,3,-0.2,-10,100,9,3,90,5
O=C(NN1C(=O)c2ccccc2NC1c1ccc([N+](=O)[O-])o1)c1ccc(Br)cc1 (centres undefined),-1,0.9,9,0.0,-4,98,-3,0,101,11
Cc1nnc(SCCn2c(N3CCCC(C)C3)nc3c2c(=O)[nH]c(=O)n3C)s1 (centres undefined),-2,0.9,4,-0.2,-5,101,3,2,97,11
CCC1CC(C)(C(=O)Nc2ccc(S(N)(=O)=O)cc2)OC1=O (centres undefined),15,1.1,-4,0.2,-4,106,4,-2,97,-14
CSC1=NC(=O)/C(=C\c2cccc3ccccc23)S1,-11,1,-19,-0.2,-21,125,-14,-8,114,-2
Cc1nnc(NC(=O)c2cccc(S(=O)(=O)N3CC(c4ccccc4)CC3=O)c2)s1 (centres undefined),15,1,6,-0.3,0,99,-5,1,104,4
COc1ccc(CCNC(=O)CCS(=O)(=O)c2cccc3nsnc23)cc1OC,5,0.9,0,-0.2,3,106,-7,12,108,10
CCOC(=O)C1CCN(C(=O)/C=C/c2cccs2)CC1,3,1,-21,0.5,-30,119,-17,0,114,0
O=C1CC(N2CCC(c3nc4ccccc4o3)CC2)C(=O)N1 (centres undefined),0,0.9,10,-0.1,5,97,-10,-5,108,6
Cc1cccc(Nc2nc(NC(C)C)nc(Oc3ccc(=O)n(C)n3)n2)c1,13,1,19,-0.3,1,91,0,0,100,3
CCCNC(=S)N1CCC(NC(=O)Nc2ccc(C)cc2)CC1,-1,0.9,-2,0.2,-9,106,-12,0,109,8
CCN(CC)c1ccc(NC(=O)c2ccc(NC(=O)C3CCCO3)cc2)c(C)c1 (centres undefined),-4,0.9,22,0.1,0,86,0,-2,101,14
CCn1c(=O)c2c(n3c(=S)[nH]nc13)-c1ccccc1CC21CCCCC1,2,0.8,0,-0.4,0,102,3,-11,96,20
COC(=O)c1cccc(NC(=S)NCc2ccc(F)cc2)c1,6,0.9,14,0.0,-15,94,4,-6,95,12
O=C(CCS(=O)(=O)c1cccc2nsnc12)NC1CCCCC1,7,0.9,0,-0.2,0,104,2,-5,98,12
N#C/C(=N\Nc1ccc(Br)cc1)C(=N)N1CCOCC1,4,1,7,0.0,-80,105,-51,-1,146*,2
Cc1ccc(S(=O)(=O)N2CCOCC2)cc1NC(=O)CSc1cccc[n+]1[O-],-10,0.8,-3,-0.1,7,98,3,-6,97,18
Cc1c(S(=O)(=O)N2CCN(C(c3ccccc3)c3ccccc3)CC2)c(=O)n(C)c(=O)n1C,23,0.8,2,-0.2,-5,106,3,-12,98,17
COC1C=CC(CNC(=O)c2cc3c(=O)n4cccc(C)c4nc3n2C)(OC)O1 (centres undefined),2,0.9,19,0.4,-10,93,-7,8,106,6
CC(C)CC(=O)NNC(=S)Nc1ccc(S(N)(=O)=O)cc1,-3,1,12,-0.5,13,99,-2,-26,100,1
Cc1nc2cc(S(=O)(=O)N(C)C)ccc2n1-c1ccccc1,4,0.8,-1,0.1,44,106,-10,-7,108,20
Cc1ccc(C)c(NC(=O)C2CCCN2/C=C/C(=O)C(F)(F)F)c1 (centres undefined),-5,0.9,-12,0.4,11,105,-9,2,108,10
CCC(C)NS(=O)(=O)c1ccc(OCC(=O)N2CCC(C)CC2)cc1 (centres undefined),12,1,6,-0.2,27,98,2,5,102,5
COc1ccc(Cl)cc1N1CC(c2nc3ccccc3[nH]2)CC1=O (centres undefined),18,1,5,-0.1,6,100,9,-4,92,-1
C=C(C)C(=O)Nc1ccc(OC(F)(F)C(F)F)c(NC(=O)C(=C)C)c1,-2,0.9,-4,-0.1,0,104,-2,15,102,11
CCN(CC)CCCN(C(=O)Cn1nnc(-c2ccc(OC)c(OC)c2)n1)C(C(=O)NC(C)(C)C)c1ccc(F)cc1 (centres undefined),15,1,-1,-0.3,-2,110,5,-2,95,2
OCCN(CCO)c1ccc(C(c2ccc(Cl)cc2)c2ccc(N(CCO)CCO)cc2Cl)c(Cl)c1,1,0.9,1,-0.3,12,104,3,-12,97,10
Cc1cc(C)c(C(N)=O)c(Nc2ccc3c(c2)OCCO3)n1,6,0.9,6,-0.4,-14,97,11,-4,90,11
# Additional compounds:
SMILES,G6PDH counter,Diaph act CS,STAT3 blocker,Hsp70 activator,APP 5UTR inh,STAT3 act,STAT1 inh,TLR4-MyD88 BLA,STAT1 activator,Diaph inh CS
CC(C)CCn1nnnc1CN1CCN(C(c2ccccc2)c2ccccc2)CC1,13,1,10,0.0,-6,97,-6,8,104,-4
Cc1csc(NC(=O)c2cccc(C)c2C)n1,5,0.9,16,0.6,-51,89,-31,7,128,7
OCCCC1CCCCN1Cc1nc(Cc2ccccc2Cl)no1 (centres undefined),3,1,4,-0.1,-18,102,-2,2,100,0
Cc1cccc2[nH]c3c(N4CCN(C(=O)c5ccco5)CC4)ncnc3c12,7,0.9,11,-0.3,-22,96,12,-1,89,5
CN(C)CCN=c1cc(-c2ccccc2)oc2ccc(Cl)cc12,4,1,9,0.0,-158,95,-53,-2,148*,-1

# Single records, from the list above. Order of values: G6PDH counter, Diaph act CS, STAT3 blocker, Hsp70 activator, APP 5UTR inh, STAT3 act, STAT1 inh, TLR4-MyD88 BLA, STAT1 activator, Diaph inh CS
# Cc1c(S(=O)(=O)N2CCN(C(c3ccccc3)c3ccccc3)CC2)c(=O)n(C)c(=O)n1C is entered as 23, 0.8, 2, -0.2, -5, 106, 3, -12, 98, 17
# C=C(C)C(=O)Nc1ccc(OC(F)(F)C(F)F)c(NC(=O)C(=C)C)c1 is entered as -2, 0.9, -4, -0.1, 0, 104, -2, 15, 102, 11
# CCN(CC)CCCN(C(=O)Cn1nnc(-c2ccc(OC)c(OC)c2)n1)C(C(=O)NC(C)(C)C)c1ccc(F)cc1 (centres undefined) is entered as 15, 1, -1, -0.3, -2, 110, 5, -2, 95, 2
# CN(C)C(=O)CSc1n[nH]c(=O)[nH]c1=O is entered as 9, 1.1, 9, -0.4, -34, 96, -4, 3, 102, -7
# CC(C)CCn1nnnc1CN1CCN(C(c2ccccc2)c2ccccc2)CC1 is entered as 13, 1, 10, 0.0, -6, 97, -6, 8, 104, -4
